Source: PubChem BioAssay
Ecoli_WT_expand: growth inhibitors of wild-type E. coli, primary screen, strain BW25113, expanded library, OD600; OD600 absorbance; growth inhibition, % at 100 µM; 98,000 compounds, 0.15% hits; AID 710, 2007;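 active = growth inhibition above about 50% at one test dose, limit read from the data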;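 also: growth measured after 20 h incubation at 37 °C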
PostGolgi_ctrl: growth inhibition of yeast control strain, primary screen, counter-screen for post-Golgi transport modulator project; efflux-deficient yeast background strain, growth absorbance A615, 16 h; inhibition, % at 10 µM; 98,000 compounds, 5% hits; AID 738, 2007
LYP_act: LYP phosphatase activators, primary screen, biochemical, DiFMUP fluorescence, 2 µM | Tyrosine-protein phosphatase non-receptor type 22 (Homo sapiens), Q9Y2R2 | activation, % at 2 µM | 96,000 compounds, 0.11% hits | recombinant LYP; 0 = plate median, 100 = signal doubled;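 active = activation at 2 µM above a set limit, the mean plus 5 SD, cut at about 37% in these data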
CYP2C9_act: human CYP2C9 activators, primary screen, biochemical, luminescence; AID 1024, 2008; recombinant CYP2C9, luciferin-H conversion; active compounds read high; factor 1 = untreated enzyme, 0 = blocked; 96,000 compounds, 1.4% hits; activation factor at 5 µM;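 active = activation factor of 2 or more for CYP2C9 at a 5 µM dose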;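 also: 0 = sulfaphenazole-blocked wells and 1 = vehicle-only wells; values of inactives mirror those of a sister screen read the other way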
PTK2B_oligo_ant: antagonists of Pyk2 self-association, primary screen, Q293 cells, FERM NanoBiT luminescence, HTS; active compounds read low; AID 1347419, 2020; z-score (the deposit names both 25 µM and 10 µM); 99,000 compounds, 0.83% hits;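 active = Z-score of -3 or lower, scaled per plate to the spread of control and sample wells; inactive = z-score above -3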;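 also: negative z-score means lost luminescence so less FERM oligomerization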
PostGolgi_yeast: phenotypic screen on post-Golgi transport, primary screen. post-Golgi transport phenotypic cell assay. inhibition, % at 10 µM. 98,000 compounds, 0.9% hits;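 also: yeast cells grown in 1536-well plates; yeast grown about 18 h at 30C before absorbance read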
hDAT+cocaine: changed hDAT dopamine uptake under cocaine IC80, either direction, primary screen, cocaine antagonist project, cell-based, LLC-PK1 hDAT, [14C]-dopamine uptake, MLSMR; Sodium-dependent dopamine transporter (Homo sapiens), Q01959; LLC-PK1 hDAT cells, [14C]-dopamine uptake with cocaine IC80; actives deviate in either direction; B-score at 10 µM; 110,000 compounds, 1.3% hits; AID 449768, 2010;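 active = Z score or B-score, a plate-position-corrected score, falls beyond the plate's 99.7% confidence bounds, in either direction; inactive = both scores lie inside the 99.7% bounds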;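 also: scored against the spread of the other compound wells on the same plate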
Target sequence (Q01959 whole entry, looked up): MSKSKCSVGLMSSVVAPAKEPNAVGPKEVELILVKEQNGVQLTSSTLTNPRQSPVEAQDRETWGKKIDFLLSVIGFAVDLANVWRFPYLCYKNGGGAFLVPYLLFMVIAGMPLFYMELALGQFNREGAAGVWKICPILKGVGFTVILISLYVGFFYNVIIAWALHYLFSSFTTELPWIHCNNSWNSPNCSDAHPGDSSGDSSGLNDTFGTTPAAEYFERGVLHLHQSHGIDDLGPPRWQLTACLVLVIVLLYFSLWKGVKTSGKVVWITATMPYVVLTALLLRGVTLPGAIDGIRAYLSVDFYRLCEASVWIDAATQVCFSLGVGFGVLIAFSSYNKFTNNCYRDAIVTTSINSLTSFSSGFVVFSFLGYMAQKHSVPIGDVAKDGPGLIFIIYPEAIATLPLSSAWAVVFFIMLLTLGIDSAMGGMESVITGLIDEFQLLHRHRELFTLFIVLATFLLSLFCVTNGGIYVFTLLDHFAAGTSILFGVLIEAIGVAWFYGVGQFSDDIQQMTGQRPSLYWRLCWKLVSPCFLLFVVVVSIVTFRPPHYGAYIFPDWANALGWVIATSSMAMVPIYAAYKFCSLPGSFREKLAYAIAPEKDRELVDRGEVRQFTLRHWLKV
PTPN22_inh_2: PTPN22 phosphatase inhibitors, primary screen, biochemical, DiFMUP fluorescence, 2 µM; Tyrosine-protein phosphatase non-receptor type 22 (Homo sapiens), Q9Y2R2; recombinant LYP catalytic domain; inhibition, % at 2 µM; 96,000 compounds, 0.21% hits;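 active = inhibition at 2 µM at or above a set limit, the screen mean plus 3 SD, cut at about 24% in these data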;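 also: 0% = DMSO with enzyme and 100% = enzyme fully blocked by orthovanadate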
CYP2C9_inhib: blockers of cytochrome P450 2C9 activity – biochemical, luminescence, ADME assay, primary screen; inhibition, % at 5 µM; 96,000 compounds, 20% hits; CYP2C9 Supersomes, luciferin-H conversion; AID 777, 2007;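 active = blocking of liver enzyme CYP2C9 beyond about 50% at 5 µM, limit read from the data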; also: values of inactives mirror those of a sister screen read the other way
* = called active by the depositor; / = not tested or not shown. Rule as the data show it, unless noted: active = inhibition above about 30%; inactive = the rest. An excerpt (hit frequency here may not be typical).

The first 2 entries (preview)
SMILES Ecoli_WT_expand PostGolgi_ctrl LYP_act CYP2C9_act PTK2B_oligo_ant PostGolgi_yeast hDAT+cocaine PTPN22_inh_2 CYP2C9_inhib
CCOC(=O)Nc1ccc2c(c1)N(C(=O)CCN1CCOCC1)c1ccccc1S2 0 7 4 0.7 / 14 0.78 0 26
Cc1cc(C(C)(C)C)c(O)c(C)c1CC1=NCCN1 4 -2 4 1.1 / 0 -0.053 -6 -11

The whole of this part, from the first entry:
SMILES Ecoli_WT_expand PostGolgi_ctrl LYP_act CYP2C9_act PTK2B_oligo_ant PostGolgi_yeast hDAT+cocaine PTPN22_inh_2 CYP2C9_inhib
CCOC(=O)Nc1ccc2c(c1)N(C(=O)CCN1CCOCC1)c1ccccc1S2 0 7 4 0.7 / 14 0.78 0 26
Cc1cc(C(C)(C)C)c(O)c(C)c1CC1=NCCN1 4 -2 4 1.1 / 0 -0.053 -6 -11
CCCc1cc(C(N)=S)ccn1 13 2 -1 1.2 / -1 0.62 0 -22
COc1cc(NC(=O)c2cc(C3CC3)on2)c(OC)cc1Cl 1 9 -4 1 / -1 0.43 1 1
COc1cc(C(=O)NCCCCCC(=O)O)cc(OC)c1OC 0 -1 -9 0.6 / 2 0.86 8 35
O=C(NCCN1CCOCC1)c1ccc(Cl)cc1 2 4 -9 1.1 / 13 1.3 7 -5
COc1ccc(S(=O)(=O)Nc2nnc(CC(C)C)s2)cc1 -3 1 -1 0.4 0.98 3 -0.22 2 63*
CN1CCN(c2c(F)cc3c(=O)c(C(=O)O)cn4c3c2SCC4)CC1 100* 5 / / -0.56 3 0.4 / /
COc1ccc(Sc2ccc(NC(=O)c3ccccc3Cl)cc2C#N)cc1 -23 23 -12 1.1 -2.1 4 -0.077 14 -11

9 structures out of the list, ordered by heavy-atom count, ascending.
SMILES Ecoli_WT_expand PostGolgi_ctrl LYP_act CYP2C9_act PTK2B_oligo_ant PostGolgi_yeast hDAT+cocaine PTPN22_inh_2 CYP2C9_inhib
CCCc1cc(C(N)=S)ccn1 13 2 -1 1.2 / -1 0.62 0 -22
O=C(NCCN1CCOCC1)c1ccc(Cl)cc1 2 4 -9 1.1 / 13 1.3 7 -5
Cc1cc(C(C)(C)C)c(O)c(C)c1CC1=NCCN1 4 -2 4 1.1 / 0 -0.053 -6 -11
COc1ccc(S(=O)(=O)Nc2nnc(CC(C)C)s2)cc1 -3 1 -1 0.4 0.98 3 -0.22 2 63*
COc1cc(NC(=O)c2cc(C3CC3)on2)c(OC)cc1Cl 1 9 -4 1 / -1 0.43 1 1
COc1cc(C(=O)NCCCCCC(=O)O)cc(OC)c1OC 0 -1 -9 0.6 / 2 0.86 8 35
CN1CCN(c2c(F)cc3c(=O)c(C(=O)O)cn4c3c2SCC4)CC1 100* 5 / / -0.56 3 0.4 / /
COc1ccc(Sc2ccc(NC(=O)c3ccccc3Cl)cc2C#N)cc1 -23 23 -12 1.1 -2.1 4 -0.077 14 -11
CCOC(=O)Nc1ccc2c(c1)N(C(=O)CCN1CCOCC1)c1ccccc1S2 0 7 4 0.7 / 14 0.78 0 26
